Compound activity as filed in PubChem BioAssay.
EBI2 antag – blocks human EBI2 receptor beta-arrestin signaling. P32249. 0.81% of 360,000 active. EBI2 beta-arrestin recruitment, luminescence, 7a,25-OHC stimulated. AID 651636. inhibition, % at 5 µM; in the data active = inhibition above about 38%;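 note: enzyme fragment complementation signal reports receptor beta-arrestin coupling in cells; 0% = agonist plus DMSO wells and 100% = wells without agonist; some results beyond the cut were filed as inactive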
Target sequence (P32249 whole entry, looked up, the tested form may be a part): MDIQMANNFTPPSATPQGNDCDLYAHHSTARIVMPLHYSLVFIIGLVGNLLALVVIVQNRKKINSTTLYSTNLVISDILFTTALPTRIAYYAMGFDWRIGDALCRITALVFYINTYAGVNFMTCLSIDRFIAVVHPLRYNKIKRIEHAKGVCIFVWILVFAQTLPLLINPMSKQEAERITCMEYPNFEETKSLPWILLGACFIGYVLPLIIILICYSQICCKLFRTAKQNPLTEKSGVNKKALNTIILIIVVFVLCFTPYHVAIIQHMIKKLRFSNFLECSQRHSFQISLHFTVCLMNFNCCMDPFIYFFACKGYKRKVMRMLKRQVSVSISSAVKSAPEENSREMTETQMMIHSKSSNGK
Gli-Sufu block – blocks Gli-Sufu signaling in a luciferase reporter | inhibition, % at 5 µM | Sufu-KO-LIGHT fibroblasts, Gli luciferase reporter luminescence | 0.74% of 340,000 active;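 active = inhibition above about 55%, limit read from the data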;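 note: 0% = DMSO-treated cells and 100% = wells with medium but no cells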
CCR6 antagonist – CCR6 (human) receptor antagonism; CHO-K1 CCR6 PathHunter beta-arrestin, luminescence, CCL20-stimulated; inhibition, % at 20 µM; P51684; 0.49% of 340,000 active;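 active = compounds whose inhibition of the agonist-driven luminescence signal at 20 µM reaches about 50%, limit read from the data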;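 note: cells stimulated with CCL20 at 14 nM final; plate controls were DMSO with CCL20 for no effect and DMSO without agonist for full effect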
Target sequence (P51684 whole entry, looked up): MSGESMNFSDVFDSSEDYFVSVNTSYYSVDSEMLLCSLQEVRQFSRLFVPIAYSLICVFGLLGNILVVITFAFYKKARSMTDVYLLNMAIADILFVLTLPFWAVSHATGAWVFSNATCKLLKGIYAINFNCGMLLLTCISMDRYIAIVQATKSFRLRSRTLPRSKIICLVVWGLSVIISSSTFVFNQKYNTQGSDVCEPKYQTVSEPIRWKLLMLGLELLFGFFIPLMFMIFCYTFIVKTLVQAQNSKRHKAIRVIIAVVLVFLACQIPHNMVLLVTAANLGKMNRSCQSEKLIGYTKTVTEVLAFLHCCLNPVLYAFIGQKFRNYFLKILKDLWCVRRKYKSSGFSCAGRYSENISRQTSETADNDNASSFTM
UBC13 polyUb – blocks human UBC13 polyubiquitin chain formation | TR-FRET | P61088 | 0.47% of 330,000 active | inhibition, % at 20 µM; in the data active = inhibition above about 45%, passing the limit was not always enough; inconclusive = no clear call, values can overlap the other calls
SENP8 block – blocks the human protease SENP8. Q96LD8. purified SENP8, Z-RLRGG-aminoluciferin cleavage, luminescence. inhibition, % at 10 µM. 1.2% of 330,000 active. AID 2540
Target sequence (Q96LD8 whole entry, looked up): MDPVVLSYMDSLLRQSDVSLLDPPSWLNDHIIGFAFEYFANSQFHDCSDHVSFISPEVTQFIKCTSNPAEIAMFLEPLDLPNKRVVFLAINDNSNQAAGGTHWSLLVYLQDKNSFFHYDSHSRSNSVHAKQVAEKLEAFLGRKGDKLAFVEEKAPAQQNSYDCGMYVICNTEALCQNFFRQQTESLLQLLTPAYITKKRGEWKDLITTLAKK
Apaf1 inhib – inhibitors of human Apaf-1 apoptosome; inhibition, % at 20 µM; reconstituted apoptosome caspase-3 activity, DEVD-Rh110 fluorescence; 0.71% of 330,000 active; AID 489030; active = inhibition of at least 40% at 20 µM;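 note: plate controls were DMSO wells for no effect and DEVD-CHO caspase inhibitor wells for full effect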
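Assay system – apoptosome proteins · Medium – Hepes buffer, pH 7.5 · Also added – cytochrome c with DEVD-Rh110 · Timing – 30 min compound preincubation, 50 min activation, room temperature · Detection – Rh110 fluorescence, excitation 480 nm, emission 540 nm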
Jurkat NFkB inh – inhibitors of the PMA/ionomycin-induced NF-kB reporter in Jurkat cells; PMA/ionomycin-induced NF-kB luciferase reporter, luminescence; AID 435003; 0.53% of 330,000 active; inhibition, % at 4 µM
697 NFkB inh – lowers PMA/ionomycin-induced NF-kB signal in 697 B cells; inhibition, % at 4 µM; 697 B-cell NF-kB luciferase reporter, 16 h; 0.33% of 330,000 active; in the data active = inhibition above about 35%
Active calls of the source: *; ? = inconclusive; . = not tested or not shown. Cut-off read from the data, not from the text of the source, unless noted: active = inhibition above about 50%; inactive = the rest.

SMILES	EBI2 antag	Gli-Sufu block	CCR6 antagonist	UBC13 polyUb	SENP8 block	Apaf1 inhib	Jurkat NFkB inh	697 NFkB inh
O=C1CS/C(=N/N=C2CCCC2)N1	-11	-4	3	-14	-5	5	-4	-18
O=C(O)C1C2C=CC(O2)C1C(=O)NCc1ccc(Cl)cc1 (stereo unspecified)	-17	-3	7	6	2	1	2	8
O=C(OCC(=O)N(C1CCCCC1)C1CCCCC1)c1ccco1	-11	3	-6	1	-7	16	2	2
O=C(CCCCO)CCCCCCCC[C@H]1N[C@H](CO)[C@H](O)[C@@H]1O[C@@H]1O[C@H](CO)[C@@H](O)[C@H](O)[C@H]1O	-4	-14	7	-3	-5	-10	5	19
COc1ccc(NC(=O)C2C3CCC(C3)C2C(=O)O)cc1OC (stereo unspecified)	-4	-4	-1	-5	-9	1	-17	-4
COc1ccc(C(O)c2nc3ccccc3s2)cc1 (stereo unspecified)	.	.	.	8	-3	4	-13	-29
CCn1c(SCC(=O)Nc2cc(C)on2)nc2c(c1=O)SCC2	0	-4	14	1	-10	-2	3	-11
O=C(Cn1nc(Cc2ccncc2)c2ccccc2c1=O)Nc1cccnc1Cl	-11	-2	-2	9	8	-26	11	22
N/C(=N\OC(=O)Cc1ccc(-c2ccccc2)cc1)c1cccc([N+](=O)[O-])c1	-11	1	0	3	7	7	-20	-25
CCO[C@@H]1OC(C(=O)N2CCN(Cc3ccc4c(c3)OCO4)CC2)=C[C@H](c2ccc3c(c2)OCO3)[C@H]1CCCO	.	-12	23	-7	4	11	14	11
COc1ccc(-c2csc(NC(=O)C3CSC4(C)CCC(=O)N34)n2)c(OC)c1 (stereo unspecified)	-1	-5	7	4	2	17	7	10
CCOC(=O)C1Sc2ccccc2NC1=O (stereo unspecified)	4	20	3	10	-1	-11	1	11
Cn1c(SCC(=O)NCc2ccc(F)cc2)nc2c([nH]c3ccccc32)c1=O	.	.	.	-9	-11	0	-11	0
CC(c1ccon1)N(C)Cc1cn[nH]c1-c1ccc(F)cc1F (stereo unspecified)	-10	2	6	-7	-7	-1	-2	-7
Cc1cc(C)c2sc(N(CCCN(C)C)C(=O)CN3C(=O)c4ccccc4C3=O)nc2c1	-20	2	18	20	0	-10	1	-9
COc1cccc(-c2nc(CS(=O)CC(=O)NC3CCCCC3)c(C)o2)c1 (stereo unspecified)	-9	-2	13	2	-12	8	-9	12
COc1ccc(CCNCC(O)COc2ccc(Cl)cc2)cc1OC (stereo unspecified)	5	16	8	?	1	-3	11	0
Cc1cc(S(=O)(=O)NCc2cccnc2)ccc1-n1cnnn1	-7	-5	1	1	6	0	9	7
CCOc1cc(CNn2nnnc2N)cc(Cl)c1OCC(=O)NC(C)(C)C	5	-16	-3	-1	-8	8	2	-5
COc1ccc(CCC(=O)Nc2nccs2)cc1OC	4	5	5	-2	-9	6	-4	0
CCCN(C(=O)CCNC(=O)c1ccc(Cl)cc1)c1c(N)n(Cc2ccccc2)c(=O)[nH]c1=O	-2	-4	1	12	-7	1	-10	8
Cc1cc(C)cc(N(CCC#N)C(=O)COC(=O)CN2C(=O)NC(C)(C)C2=O)c1	8	-1	3	1	1	0	18	8
Cc1ccc(CNC(=O)c2ccc(N3CCC4(CC3)CC(c3ccccc3)=NO4)c(NC(=O)c3ccc(Br)cc3)c2)cc1	1	3	4	-27	-19	15	18	3
COc1cc2nc(N3CCN(C(=O)OCc4ccccc4)[C@H](C(=O)NC(C)(C)C)C3)nc(N)c2cc1OC	-3	14	11	31	4	10	-1	-1
Cc1nnc(SCC(=O)NC2CCCCC2)n1N	-5	4	4	-26	-7	-2	-5	-12
O=C(NCc1ccc2c(c1)OCO2)c1nn(-c2ccccc2)c(=O)c2ccccc12	-2	6	-6	3	-18	7	-6	4
Cc1cc(NC(=O)COC(=O)c2ccc(S(=O)(=O)C(F)F)cc2)n(-c2ccccc2)n1	-7	-8	0	-1	3	-9	-1	7
Cc1cccc(CCN=C(N)NS(=O)(=O)c2ccccc2)c1	0	1	-6	-2	-6	8	-6	-20
CCCCNC(=S)Nc1cc(S(=O)(=O)N2CCCCC2)ccc1C	-5	2	7	-6	-1	4	0	4
Cc1ccc(CC2S/C(=N/N=C/c3ccco3)NC2=O)cc1 (stereo unspecified)	3	-8	2	-12	-3	3	-3	-1
Cc1oc(-c2ccccc2Cl)nc1CS(=O)CC(=O)NCc1ccc2c(c1)OCO2 (stereo unspecified)	-19	-16	25	1	0	-3	7	13
COC(=O)C1=C(C)N(Cc2ccco2)C(=O)N[C@@H]1c1ccc(Br)cc1	2	-26	8	4	-2	3	-14	15
COc1ccc(N2CCN(C(=O)CC(NC(N)=O)c3cccc(Oc4ccccc4)c3)CC2)cc1 (stereo unspecified)	2	0	6	0	2	16	4	10
Cc1ccc(C(=O)CCC(=O)OCC(=O)N(C)c2c(N)n(Cc3ccccc3)c(=O)[nH]c2=O)cc1	0	-3	-1	-1	1	-7	13	12
CCOC(=O)N1CCN(C(=O)CN(C)S(=O)(=O)c2ccc(Cl)cc2)CC1	-15	-24	6	-2	-4	1	2	13
O=C(CNc1ccc2ccccc2c1)N/N=C/C=C/c1cccc([N+](=O)[O-])c1	1	0	-2	-6	5	2	14	20
Cc1cccc(C)c1NC(=O)CN(C)C(=O)C1CC1C (stereo unspecified)	7	-1	2	14	5	-15	-9	10
COc1ccccc1C(=O)Nc1nc(N)n(-c2ccccc2)n1	2	-5	-17	-6	-13	14	-14	-8
Cc1cccc(C(=O)NCC(=O)NC2CCN(Cc3ccccc3)CC2)c1	8	13	-1	-3	-13	-12	-1	-23
CCC(C)(C)c1ccc(OCCCC[n+]2ccccc2)c(C(C)(C)CC)c1	-1	.	.	66*	-7	51*	45	78*

One compound at a time, from the list above. Order of screens: EBI2 antag, Gli-Sufu block, CCR6 antagonist, UBC13 polyUb, SENP8 block, Apaf1 inhib, Jurkat NFkB inh, 697 NFkB inh
`Cc1cccc(C(=O)NCC(=O)NC2CCN(Cc3ccccc3)CC2)c1` is listed with 8, 13, -1, -3, -13, -12, -1, -23
`CCCCNC(=S)Nc1cc(S(=O)(=O)N2CCCCC2)ccc1C` is listed with -5, 2, 7, -6, -1, 4, 0, 4
`Cc1oc(-c2ccccc2Cl)nc1CS(=O)CC(=O)NCc1ccc2c(c1)OCO2` (stereo unspecified) is listed with -19, -16, 25, 1, 0, -3, 7, 13

More records follow:
SMILES	EBI2 antag	Gli-Sufu block	CCR6 antagonist	UBC13 polyUb	SENP8 block	Apaf1 inhib	Jurkat NFkB inh	697 NFkB inh
COc1ccc(NC(=O)c2cccnc2Sc2ccccc2)c(OC)c1	2	-1	2	-2	5	-6	8	-2
CCOC(=O)CSc1nnc2c(n1)C1(C)CCC2C1(C)C (stereo unspecified)	-13	7	-11	-5	6	8	-1	-14
Cn1cccc1C(=O)OCC(=O)Nc1cc(C(C)(C)C)nn1-c1ccccc1	4	10	8	9	-3	8	-7	8
CCn1c(CC(=O)Nc2ccc(F)cc2)nnc1SCC(=O)Nc1nnc(C)s1	-1	.	18	0	4	-1	-2	-10
Nc1c(C(=O)c2ccccc2)sc2nsc(SCCN3CCCC3)c12	-3	12	23	-13	-8	21	-2	-2
CCOc1cc(C=O)ccc1OCCSc1ccc(Cl)cc1	2	-4	-4	-2	-9	14	3	21
COc1ccccc1Nc1nc2nonc2[nH]c1=O	-2	-8	9	27	-23	5	-3	-2
Cc1ccc(S(=O)(=O)N(C)CC(=O)NCCc2c[nH]c3ccccc23)cc1	11	-4	5	4	-16	2	4	-5
CCCCSCc1[nH]c(=O)[nH]c1C(=O)CCCCC(=O)OCC	-10	26	12	3	-6	11	11	1
COc1ccc(-c2cn[nH]c2-c2ccc(OCC(=O)NN)cc2O)cc1OC	-17	-3	2	2	3	10	-28	21
CCCCCCCC(=O)N/N=C/c1ccc([N+](=O)[O-])o1	-13	-6	3	-6	4	7	-9	16
COc1ccc(-c2cc(C(=O)NCc3cccs3)no2)cc1	9	-63	3	21	-11	-18	-79	-69
Cc1nn(-c2ccc(N3CCOCC3)nn2)c(C)c1CCC(=O)Nc1ccc(F)cc1	-6	-9	12	-4	-11	8	-15	-10
CN(C)C(=O)C12CCC(C)(C(=O)C1Br)C2(C)C (stereo unspecified)	-4	4	0	-2	2	-16	-16	0
COc1ccc(S(=O)(=O)N(C)CC(=O)NCCN2CCOCC2)cc1C	9	-25	5	3	-3	-11	-2	11
O=C(NNC(=O)c1cc(-c2ccc(Cl)cc2Cl)nc2ccccc12)Nc1ccccc1	12	1	17	-26	-9	11	9	1
O=C(c1ccc(Cl)cc1)N1CCN(CCOc2ccccc2)CC1	46*	6	7	2	6	2	0	10
C/C(CC(=O)Nc1ccc2c(c1)OCO2)=N\NC(=O)c1ccccc1N	-10	10	7	3	-4	1	-28	5
Cc1coc2c(C)c3oc(=O)c(CCC(=O)N4C[C@H]5C[C@@H](C4)c4cccc(=O)n4C5)c(C)c3cc12	-9	8	-4	25	-9	15	2	4
CC(=O)Nn1cc2c(c1-c1ccccc1)c(=O)n(C)c(=O)n2C	0	6	21	9	0	-12	0	-6

Looked up above.
For EBI2 antag, Nc1c(C(=O)c2ccccc2)sc2nsc(SCCN3CCCC3)c12 reads -3
For CCR6 antagonist, COc1ccc(S(=O)(=O)N(C)CC(=O)NCCN2CCOCC2)cc1C reads 5

The listing continues.
SMILES	EBI2 antag	Gli-Sufu block	CCR6 antagonist	UBC13 polyUb	SENP8 block	Apaf1 inhib	Jurkat NFkB inh	697 NFkB inh
Cc1ccc2c(c1)C1CN(C)CCC1N2C(=S)Nc1ccc(Cl)cc1Cl (stereo unspecified)	5	13	2	-1	-6	-7	-17	0
COc1ccc(S(=O)(=O)Nc2cc(Cl)ccc2-n2cncn2)cc1	-1	0	7	-4	6	-1	4	8
CN(C=C1C(=O)CC(C)(C)CC1=O)CCN1CCNCC1	-2	31	2	1	0	0	-2	13
O=C1CCC(C(=O)N2CCOCC2)CN1Cc1ccc(Cl)cc1 (stereo unspecified)	-2	2	-8	-10	-3	1	10	8
O=C(NCCN1CCOCC1)/C(=C/c1ccc(Cl)cc1)NC(=O)c1ccccc1	-10	10	-3	-7	4	-5	7	-6
CCCCCCCCS(=O)c1sc2nc(C)cc(C)c2c1N (stereo unspecified)	-2	1	10	16	1	8	-10	-2
Cc1nc2ncnn2c(C)c1CCC(=O)N1CCN(c2ccccn2)CC1	-1	1	4	-10	-12	4	-4	12
CCn1c(CC(=O)Nc2ccc(F)cc2)nnc1SCC(=O)Nc1nncs1	0	31	9	2	0	5	5	8
CC(C)(C)[C@@H]1C=C(C(=O)O)O[C@H](OCCCCO)C1	-1	-2	3	-7	-2	0	-1	5
CCOCCCNC(=O)CSc1ccccc1	-3	8	2	5	-5	-2	4	7
CC(C)C[C@H](NC(=O)C1CCN(S(=O)(=O)c2ccccc2)CC1)C(=O)NCc1ccncc1	-8	12	-10	6	-6	0	10	15
COc1ccc(NC(=O)CN(C)C(=O)c2ccc(NC3CC3)c([N+](=O)[O-])c2)cc1	6	-10	22	-32	-11	13	11	7
C/C(=N\Nc1cc(C(F)(F)F)ccc1Cl)c1ccccc1O	14	13	8	-22	-7	12	-27	-28
COc1ccccc1CN1CCNC(=O)C1CC(=O)NCC1CCOCC1 (stereo unspecified)	-14	-9	13	1	-7	-1	3	-6
COc1cc(C(=O)NC(=S)Nc2cccc(-c3cc4ccccc4oc3=O)c2)cc(OC)c1OC	2	-30	43	-23	7	0	11	-13
N#C/C(=C\c1ccccc1O)C(=O)Nc1ccccn1	-14	42	5	-5	3	4	4	2
CCN(CC)c1ccc(N=Cc2cc(Br)ccc2O)cc1	-10	2	-1	-20	4	16	6	-8
CCOC(=O)c1c(C)[nH]c(C(=O)OCc2csc(CC(=O)Nc3ccccc3C)n2)c1C	-12	0	3	0	11	6	-3	4
O=C(c1cc(-c2cccc3ccccc23)nc2ccccc12)N1CCN(CCO)CC1	-2	-6	5	8	3	-1	-8	14
COc1ccc(CCn2c(C)cc(C(=O)CSc3nnc(N)s3)c2C)cc1	12	-1	16	-11	1	22	-33	-57
CC(C)NC(=O)CCNC(=O)c1ccc(F)cc1	6	-1	-1	-18	-5	-3	-6	2

Not all compounds are listed. The share of hits here may be higher or lower than overall.
